Source: PubChem BioAssay (several laboratories)
CSN inh: CSN deneddylation inhibition. Q92905. Purified CSN, SCF-Nedd8-OG deneddylation, fluorescence polarization. inhibition, % at 12.5 µM. actives 0.38% (n = 360,000);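 active = pattern-corrected inhibition above about 35%, with an unprinted fluorescence ratio check between 0.5 and 1.5, limit read from the data, passing the limit was not always enough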;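 also: 0% = enzyme with substrate and 100% = substrate without enzyme; some results filed as inactive read as strong as hits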
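Assay system: purified human Csn5 enzyme expressed in HEK293T cells; Input: 0.24 nM Csn5 enzyme, final concentration; Reagent: 10 nM SCFSkp2-Nedd8OG; Compound dosing: 12.5 µM single point; Times: reaction 90 min, room temperature; Technique: fluorescence polarization readout.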
Neddylation inh: inhibitors of human cullin neddylation. actives 0.58% (n = 360,000). TR-FRET cullin neddylation, biochemical. calls only at 25 µM; in the data active = inhibition above about 36%
MT1-MMP act inh: inhibitors of human MT1-MMP activation; P50281; HT1080 RFP-PRO-GFP cells, GFP/RFP ratio fluorescence, overnight; percent of plate control window, DMSO zero; GFP/RFP ratio change, % at 20 µM; actives 0.061% (n = 360,000);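 active = GFP/RFP ratio change of at least 30% with cell ATP level not reduced by more than half and red fluorescence within 50% of control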; also: strong numbers were not always called active
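Compound: 20 µM single dose, 1% DMSO / System: HT1080 RFP-PRO-GFP cells / Controls: DMSO and RFP-L50D-GFP cell wells / Read-out basis: GFP/RFP fluorescence ratio / Schedule: overnight compound exposure at 37 °C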
MLLE-PAM2 inh: blocks PAM2 peptide binding to the PABP1 MLLE domain; inhibition, % at 20 µM; P11940; actives 0.36% (n = 360,000); GST-MLLE / FITC-PAM2 fluorescence polarization; in the data active = inhibition above about 35%, passing the limit was not always enough;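 also: plate controls were DMSO wells with GST-MLLE for no effect and wells lacking GST-MLLE protein for full effect; some results filed as inactive read as strong as hits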
Target sequence (P11940 whole entry, looked up, the tested form may be a part): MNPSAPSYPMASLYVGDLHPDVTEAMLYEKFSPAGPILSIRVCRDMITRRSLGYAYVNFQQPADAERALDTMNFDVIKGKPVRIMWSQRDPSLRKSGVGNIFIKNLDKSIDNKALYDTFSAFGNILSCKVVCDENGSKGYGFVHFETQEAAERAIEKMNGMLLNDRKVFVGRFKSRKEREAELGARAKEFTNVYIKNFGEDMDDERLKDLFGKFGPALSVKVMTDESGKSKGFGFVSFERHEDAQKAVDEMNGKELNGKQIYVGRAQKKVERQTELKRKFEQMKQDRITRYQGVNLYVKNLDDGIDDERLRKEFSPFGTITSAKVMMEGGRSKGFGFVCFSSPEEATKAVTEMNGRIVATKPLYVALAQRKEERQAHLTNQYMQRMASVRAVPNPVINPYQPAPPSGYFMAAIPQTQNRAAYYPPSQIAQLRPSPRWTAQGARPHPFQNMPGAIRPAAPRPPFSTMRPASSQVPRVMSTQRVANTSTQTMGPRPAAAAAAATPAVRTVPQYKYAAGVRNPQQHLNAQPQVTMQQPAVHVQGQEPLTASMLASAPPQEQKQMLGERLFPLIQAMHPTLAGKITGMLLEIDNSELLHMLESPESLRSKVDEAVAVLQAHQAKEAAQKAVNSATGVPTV
SKN-1 inh: inhibitors of C. elegans SKN-1. inhibition, % at 21.8 µM. actives 0.49% (n = 360,000). AID 624304. C. elegans VP596 Pgst-4::GFP/RFP ratio, acrylamide-induced, 24 h;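 active = interference check ratio from 0.5 to 1.5 plus GFP to RFP signal ratio inhibition reaching or exceeding a fixed threshold, cut at about 30% in these data, passing the limit was not always enough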; also: some compounds called inactive have numbers as strong as hits
Rpn11 block: blocks the human proteasome subunit Rpn11; O00487; human 26S proteasome, Ub4-pepOG fluorescence polarization; 20S core pre-blocked with epoxomicin; calls only at 20 µM; actives 0.59% (n = 360,000);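 active = inhibition at 20 µM, scaled to each plate's controls, above about 33%, limit read from the data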
Target sequence (O00487 whole entry, looked up): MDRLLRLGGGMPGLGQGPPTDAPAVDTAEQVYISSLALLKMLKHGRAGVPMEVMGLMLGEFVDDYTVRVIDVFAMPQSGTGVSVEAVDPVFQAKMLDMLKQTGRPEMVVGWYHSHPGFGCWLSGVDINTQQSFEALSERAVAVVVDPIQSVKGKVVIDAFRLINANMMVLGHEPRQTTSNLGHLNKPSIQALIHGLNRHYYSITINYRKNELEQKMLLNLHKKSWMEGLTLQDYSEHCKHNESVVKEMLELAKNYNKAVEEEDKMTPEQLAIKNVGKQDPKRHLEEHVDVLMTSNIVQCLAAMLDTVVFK
Rin1 Abl inh: human Rin1-Abl interaction inhibition | actives 0.4% (n = 360,000) | inhibition, % at 7.35 µM | P00519+Q13671 | AID 588664 | TR-FRET Rin1/Abl binding, biochemical; in the data active = inhibition above about 5%, passing the limit was not always enough
FAS TE block: blocks the thioesterase domain of human fatty acid synthase. inhibition, % at 15 µM. actives 0.67% (n = 360,000). AID 602261. recombinant FAS-TE, OMFH fluorogenic substrate, fluorescence endpoint. P49327;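 active = compounds whose normalised, plate-corrected inhibition of enzyme fluorescence in the single-dose primary screen is 50% or more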;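 also: 0% = DMSO with enzyme and 100% = substrate without enzyme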
NadD inh: blocks S. aureus nicotinate mononucleotide adenylyltransferase; purified NadD enzyme, colorimetric absorbance read-out; inhibition, % at 20 µM; actives 0.78% (n = 360,000); AID 602399; in the data active = inhibition above about 26%; also: some compounds past the cut are filed as inactive
* marks the source's active call; other numbers are inactive results; i = inactive; nt = no result given; + = active, no number. Compounds as they come; 3.9% or so of the library scored in one or more.

Compound	CSN inh	Neddylation inh	MT1-MMP act inh	MLLE-PAM2 inh	SKN-1 inh	Rpn11 block	Rin1 Abl inh	FAS TE block	NadD inh
COc1ccc(CCNC(=O)COc2ncnc3cc([N+](=O)[O-])ccc23)cc1	-3	i	-3	3	0	i	0	7	0
CCCCn1c(N)c(N(Cc2ccccc2OC)C(=O)c2ccc(N3CCCC3=O)cc2)c(=O)[nH]c1=O	4	i	-2	-21	11	i	0	-5	3
CCC(C)[C@H](NC(=O)C1CCN(C(=O)[C@H](Cc2ccccc2)NS(=O)(=O)c2ccc(C)cc2)CC1)C(=O)O (stereo partly specified)	-6	i	-1	-10	3	i	2	-4	0
O=C(NCc1cccs1)C1CCN(S(=O)(=O)c2cccc3cccnc23)CC1	-2	i	6	-5	-9	i	4	-4	0
O=C(NCCCn1cccn1)c1cc(COc2ccc(F)cc2Cl)on1	-2	i	2	2	13	i	3	-6	-4
CCN=C1Cn2c(nc3scc(-c4ccccc4)c3c2=O)CN1CC	5	i	-5	-33	6	i	2	-17	5
Cc1ccc(OCC(=O)NNC(=S)NC(=O)C(C)(C)C)c(Br)c1	-9	i	7	-6	-5	i	-1	-2	-2
C/C(=N\NC(=O)c1cccc(C)c1O)c1ccc(NC(=O)Cc2ccccc2)cc1	0	i	6	20	-9	i	3	-3	11
CN1C[C@@H]2C(c3ccccc3)C3(c4cccnc4)CC2(C3)[C@H]1c1ccccc1 (stereo partly specified)	-2	i	-1	8	-3	i	7	-4	-3
COc1cccc(-c2nc(CS(=O)(=O)CC(=O)NCCCN3CCOCC3)c(C)o2)c1	2	i	1	5	15	i	3	-6	-3
Cc1ccc([C@H]2C[C@@H](O)[C@H](n3cc(C4CC4)nn3)CN2CC2CCCCC2)cc1	1	i	-8	-4	15	i	-4	16	-1
N#Cc1nc(-c2ccc(OCc3ccc(Cl)cc3)cc2)oc1NCCCn1ccnc1	-6	i	4	1	6	i	-4	-58	30*
COc1ccc(C2=NOC(CNC(=S)N3CCOCC3)C2)cc1 (stereo unspecified)	-2	i	3	-115	3	i	-3	-5	0
CCOC(=O)N1CCN(Cc2oc(CO)cc(=O)c2O)CC1	1	i	1	-9	-23	i	2	-10	-7
Cc1cc(Cl)c2oc(C(=O)N3CCC(O)(c4ccccc4)CC3)c(C)c2c1	-2	i	6	-4	3	i	-1	24	-8

Five entries from above, with two lines to a compound:
Each structure is followed by: CSN inh, Neddylation inh, MT1-MMP act inh, MLLE-PAM2 inh, SKN-1 inh, Rpn11 block, Rin1 Abl inh, FAS TE block, NadD inh
CN1C[C@@H]2C(c3ccccc3)C3(c4cccnc4)CC2(C3)[C@H]1c1ccccc1 (stereo partly specified)
 : -2, i, -1, 8, -3, i, 7, -4, -3
CCCCn1c(N)c(N(Cc2ccccc2OC)C(=O)c2ccc(N3CCCC3=O)cc2)c(=O)[nH]c1=O
 : 4, i, -2, -21, 11, i, 0, -5, 3
O=C(NCCCn1cccn1)c1cc(COc2ccc(F)cc2Cl)on1
 : -2, i, 2, 2, 13, i, 3, -6, -4
Cc1ccc(OCC(=O)NNC(=S)NC(=O)C(C)(C)C)c(Br)c1
 : -9, i, 7, -6, -5, i, -1, -2, -2
O=C(NCc1cccs1)C1CCN(S(=O)(=O)c2cccc3cccnc23)CC1
 : -2, i, 6, -5, -9, i, 4, -4, 0

Carrying on.
Compound	CSN inh	Neddylation inh	MT1-MMP act inh	MLLE-PAM2 inh	SKN-1 inh	Rpn11 block	Rin1 Abl inh	FAS TE block	NadD inh
O=C1NC(=O)C2C1C(c1ccccc1)N1C3C(=O)NC(=O)C3C(c3ccccc3)N21 (stereo unspecified)	-1	i	-3	13	-6	i	-2	-3	0
Cc1ccc(N(C)S(=O)(=O)c2cccc(C(=O)NC3=NCCS3)c2)cc1	-3	i	7	-6	17	i	6	-4	-4
CCC(=O)N(Cc1cc(=O)[nH]c2ccccc12)c1ccc(C)cc1	-6	i	1	-22	-7	i	-5	-5	-1
CC(=O)N1CCN(C(=O)c2ccc(OC3CCN(CCc4ccccc4)CC3)cc2)CC1	-1	i	0	-6	3	i	4	-7	-3
COc1ccc(CCn2c3c(c(=O)[nH]c2=O)C(NC(=O)c2cccs2)(C(F)(F)F)C(=O)N3)cc1OC (stereo unspecified)	4	nt	-1	-10	-19	i	1	-6	4
COCC1CCN(Cc2cn[nH]c2-c2ccc(OC)cc2F)C1 (stereo unspecified)	-9	i	5	-5	5	i	-1	-4	0
CCc1ccc(OCC(O)Cn2c(N3CCCCC3)nc3c2c(=O)[nH]c(=O)n3C)cc1 (stereo unspecified)	5	i	4	-19	0	i	-1	3	-2
CCOCCCNC(=O)c1ccc2c(c1)N(Cc1ccccc1)C(=O)CS2=O (stereo unspecified)	-4	i	0	8	-5	i	1	-2	1
CCCn1nnnc1SCC(=O)c1ccc(NC(C)=O)cc1	2	i	-2	-58	6	i	-3	1	-2
Fc1cc(F)cc(-c2oncc2-c2nnnn2-c2ccccc2)c1	3	i	4	-2	5	i	0	5	-4
COc1ccc(NC(=O)[C@@H](NC(=O)c2ccccc2)C(C)C)cc1S(=O)(=O)N1CCCCC1	2	i	-2	-19	4	i	-1	-3	2
CC(NCCC(Cc1ccccc1)c1ccco1)c1ccccc1 (stereo unspecified)	-2	i	-2	4	11	i	0	0	-7
CC1CCN(c2nc3ccc(C(=O)NCCCN4CCCCC4C)cc3s2)CC1 (stereo unspecified)	0	i	5	-4	6	i	3	-10	-5
CCCCn1c(N)c(N(CC(C)C)C(=O)C2CSC3(C)CCC(=O)N23)c(=O)[nH]c1=O (stereo unspecified)	4	i	-1	-16	5	i	1	-5	1
CCCn1nnc(NC(=O)c2cccc(Cl)c2)n1	0	i	2	1	4	i	2	-6	1
CCCNC(=O)C(Cc1ccc(F)cc1)NC(=O)c1ccc(C#N)cc1 (stereo unspecified)	2	i	-3	3	-1	i	3	5	-3
CCOC(=O)CSC1=C(C#N)C(c2ccccc2OCC)C(C#N)C(=O)N1 (stereo unspecified)	8	i	1	-21	-3	i	-17	-11	-3
COc1cc(C=O)ccc1OCC(=O)N1CCCC1	9	i	-1	6	-4	i	-1	-7	-2
CN(C)c1ccc(/C=C/C(=O)c2cc(Cl)ccc2O)cc1	71*	i	-18	-96	31	nt	1	-2	-8
COc1ccc(F)cc1S(=O)(=O)NCC1CCCO1 (stereo unspecified)	2	i	-2	-2	1	i	2	-5	-5
COc1ccc(/C=N/NC(=O)c2ccoc2C)cc1COc1c(C)cccc1C	5	i	-11	4	12	i	-1	18	-2
O=C1CCCC2=C1C(c1ccco1)Nc1ccc(C(=O)c3ccccc3)cc1N2 (stereo unspecified)	11	i	-15	-2	-13	i	-2	5	35*
COc1ccc(OCCn2cc(/C=N/NC(=O)c3ccncc3)c3ccccc32)cc1	-17	i	0	4	10	i	-1	-4	-1
Cc1cc(N2CCC(C(=O)NC3CC3)CC2)nc(-c2ccccc2)n1	2	i	0	-3	27	i	0	-6	-5
Cc1ccc(S(=O)(=O)/N=C2/NC(=O)/C(=C/c3cc([N+](=O)[O-])ccc3O)S2)cc1	55*	i	-57	-100	19	nt	0	-2	-2
COc1ccc(CN2CCNC(=O)C2CC(=O)NC2CC(C)(C)CC(C)(C)C2)cc1OC (stereo unspecified)	-1	i	2	3	3	i	5	-2	-3
Nc1c(NCCC2=CCCCC2)c(=O)[nH]c(=O)n1Cc1ccccc1	-3	i	-23	0	-8	i	-5	-4	2
Cc1ccc2[nH]c(=O)c(CN(CCCO)S(=O)(=O)c3c(C)ccc4nsnc34)cc2c1	2	i	3	19	2	i	-1	-9	4
CCOc1cccc(NC(=O)C2CC(=O)N(C)C(=Nc3ccccc3)S2)c1 (stereo unspecified)	0	i	23	-18	3	i	2	19	-1
Cc1cc(C)c(S(=O)(=O)N2CCN(C(=O)c3cc4ccccc4oc3=O)CC2)c(C)c1	0	i	-4	5	-6	i	-3	16	-3
O=C(O)C1CC=CCC1C(=O)Nc1cccc(F)c1 (stereo unspecified)	-3	i	2	-11	11	i	2	-10	1
O=C(O)CC(CC(=O)Nc1nncs1)c1ccccc1 (stereo unspecified)	-1	i	2	-11	0	i	2	-9	-5
COCC(C)NC(=O)c1cc(-c2ccccc2OC)on1 (stereo unspecified)	-6	i	2	0	12	i	3	-8	1
Cc1[nH]c(=O)[nH]c(=O)c1S(=O)(=O)NCCc1ccc(S(N)(=O)=O)cc1	-3	i	-3	-2	1	i	-2	-10	3
O=C(CCN1C(=O)/C(=C\c2cccs2)SC1=S)Nc1ccccn1	8	i	-21	-77	10	+	4	-1	4
COc1cccc(/C=N/NC(=O)c2nnn(-c3nonc3N)c2C(C)C)c1	2	i	4	-12	-8	i	-2	1	1
Cc1nn(C)c(C)c1/C=N/NC(=O)CCn1nc(C)c([N+](=O)[O-])c1C	-12	i	4	11	6	i	2	-6	1
O=C(Oc1ccccc1)N1CCCCC1	2	i	6	-6	8	i	1	-3	0
CCn1c(N2CCN(C(=S)NCC(C)C)CC2)nc2ccccc21	2	i	5	-115	13	i	1	-5	4
O=C(Nc1cccc(S(=O)(=O)N2CCOCC2)c1)C1COc2ccccc2O1 (stereo unspecified)	2	i	3	16	0	i	-1	-1	-2
CC(=O)C1(C)C(=O)N(c2ccc(C)cc2)C(=O)N1c1ccc(C)cc1 (stereo unspecified)	-2	i	2	7	6	i	2	4	-1
CC(CC(=O)Nc1ccc(S(=O)(=O)Nc2ncccn2)cc1)c1ccccc1 (stereo unspecified)	0	i	0	14	6	i	1	-2	1
CC(C)c1ccc(OCc2nnc(SCC(=O)N3CCCCC3)o2)cc1	2	i	-1	2	3	i	4	-5	-5
CCOc1cc(S(=O)(=O)Nc2ccccc2CC)ccc1Cl	-3	i	-2	4	13	i	0	22	-1
CC1CCCC/C1=N\NC(=S)Nc1cccnc1 (stereo unspecified)	-18	i	2	1	-3	i	0	-3	2
Cc1ccc(S(=O)(=O)CCC(=O)N(CCN2CCOCC2)c2nc3ccccc3s2)cc1	-6	i	-2	3	3	i	-2	-4	1
COc1ccc(NC(=O)N(C)C[C@H]2Oc3c(NC(=O)NC(C)C)cccc3C(=O)N([C@H](C)CO)C[C@@H]2C)cc1	-3	i	2	-7	10	i	1	-12	-2
CCc1nc(SCC(=O)NNC(=O)C2CCCCC2)c2ccccc2n1	4	i	2	34	4	i	-19	-13	-2
Cn1cnc([N+](=O)[O-])c1Oc1cccc2ccccc12	-2	i	-1	-5	1	i	-5	-1	-2
COc1ccc(C(C)=O)c(OC(=O)c2ccc(OC)c(OC)c2)c1	0	i	11	2	-10	i	-6	3	-2
COc1ccccc1CCNC(=O)Nc1cccc([N+](=O)[O-])c1	3	i	5	-8	11	i	0	26	-4
O=C(NCc1nnc(SCC(=O)N2CCOCC2)o1)c1ccccc1	2	i	0	-6	11	i	4	-8	-1
COc1cc(NC(=O)CCCn2c(=O)oc3ccccc32)cc(OC)c1	3	i	2	2	7	i	0	1	-2
CCNC(=O)/C(C#N)=C/c1c(N2CCN(c3ccccc3)CC2)nc2ccccn2c1=O	5	+	4	-20	5	i	0	0	1
